PI4K2A inh = blocks human PI4K2A kinase activity; purified PI4K2A, ADP-Glo luminescence, 1 h; hits give low values; Q9BTU6; actives 0.13% (n = 420,000); activity change, negative = inhibition, % at 76.9 µM; in the data active = activity change below about -50%; inconclusive = mostly about -30% to -49%;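 note: -100% = wells without enzyme as full effect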
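ADP-Glo luminescence measured ADP generated by PI4K2A enzyme (4 ug/mL before mixing) with 1.2 mM PI substrate (pre-mix) and 300 microM ATP (pre-mix). Tris pH7.5 buffer with MgCl2, Triton X-100; 1 h reaction at ambient temperature.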
D2 ag = agonists of human D2 dopamine receptor | actives 0.53% (n = 340,000) | activation, % at 2 µM | P14416 | HEK293 T-REx D2 cells, calcium flux agonist mode;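 active = activation over 3 SD above normal in the single-dose calcium agonist read, cut at about 30% in these data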; note: 0% is about no effect
Target sequence (P14416 whole entry, looked up): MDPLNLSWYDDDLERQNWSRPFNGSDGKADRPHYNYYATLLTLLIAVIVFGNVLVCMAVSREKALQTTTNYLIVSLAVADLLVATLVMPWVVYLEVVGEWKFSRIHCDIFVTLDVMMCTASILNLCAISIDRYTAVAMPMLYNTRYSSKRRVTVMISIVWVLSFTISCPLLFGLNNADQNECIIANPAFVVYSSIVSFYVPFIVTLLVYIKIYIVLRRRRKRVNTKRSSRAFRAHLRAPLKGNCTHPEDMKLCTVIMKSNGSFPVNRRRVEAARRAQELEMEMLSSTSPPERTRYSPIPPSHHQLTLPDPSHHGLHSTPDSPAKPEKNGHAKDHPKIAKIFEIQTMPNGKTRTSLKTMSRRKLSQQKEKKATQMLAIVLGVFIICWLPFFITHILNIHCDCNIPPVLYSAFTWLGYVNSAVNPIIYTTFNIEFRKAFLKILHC
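Tetracycline-induced HEK293 Trex cells with D2 receptor force-coupled to calcium signaling, plated overnight at 30 C and loaded with no-wash calcium dye. Calcium flux read kinetically for 180 s after compound addition; responses flag agonists.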
TRHR enhancer = TRH receptor (human) allosteric enhancement; actives 0.66% (n = 360,000); TRHR cells, fluo-8 calcium fluorescence, EC20 TRH enhancement; enhancement, % at 2 µM; in the data active = enhancement above about 30%; note: 0% is about no effect
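TRHR-expressing cells loaded with fluo-8 calcium dye were read kinetically (ex 480/em 530) during compound addition, then stimulated with an EC20 of TRH (10 nM final). Enhancement of the Gq-mediated intracellular calcium response was scored.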
USP1-UAF1 inh = blocks the human USP1/UAF1 deubiquitinase complex; Potency, µM (doses to about 57.1 µM), for inactives: at the top dose activity change, negative = inhibition, most hits filed as inhibitors; recombinant USP1/UAF1, Ub-Rhodamine cleavage fluorescence; O94782; actives 0.23% (n = 390,000); note: potency is the fitted concentration of half-maximal effect; % is set by controls: 0 for no effect and ±100 for the full control effect; nearly all actives have a fitted effect of over 60% in size; inactives centre near -12
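USP1/UAF1 complex at 1 nM was preincubated with compound for 15 min at room temperature, then Ub-Rho substrate (150nM final) was added. Fluorescence (480/540 nm) was read kinetically, 6 reads every 60 seconds.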
TrxR1 substrate = rat thioredoxin reductase 1 substrate activity; O89049; purified TrxR1 substrate turnover, NADPH consumption readout; Potency, µM (highest dose often 114 µM), inactives show top-dose activity change, negative = substrate turnover; actives 0.01% (n = 390,000); AID 588456; note: potency is the fitted concentration of half-maximal effect; % is set by controls: 0 for no effect and ±100 for the full control effect; nearly all actives have a fitted effect of over 50% in size
Target sequence (O89049 whole entry, looked up): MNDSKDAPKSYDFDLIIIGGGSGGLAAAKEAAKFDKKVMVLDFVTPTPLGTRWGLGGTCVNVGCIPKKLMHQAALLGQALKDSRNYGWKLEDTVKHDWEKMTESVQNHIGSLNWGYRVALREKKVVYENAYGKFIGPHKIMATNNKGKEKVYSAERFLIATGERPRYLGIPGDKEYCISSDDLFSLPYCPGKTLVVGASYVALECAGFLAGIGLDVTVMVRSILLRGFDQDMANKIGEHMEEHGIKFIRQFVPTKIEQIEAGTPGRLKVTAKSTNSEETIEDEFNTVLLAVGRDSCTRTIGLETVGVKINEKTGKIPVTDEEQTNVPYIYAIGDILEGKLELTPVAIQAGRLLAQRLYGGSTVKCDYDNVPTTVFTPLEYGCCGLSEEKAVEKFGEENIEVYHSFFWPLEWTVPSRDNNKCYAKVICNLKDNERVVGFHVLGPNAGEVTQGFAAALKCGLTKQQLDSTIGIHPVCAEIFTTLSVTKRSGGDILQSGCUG
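Rat TrxR1, dispensed at 90 nM, was prereduced with 400 uM NADPH (final) for 5 min at ~22 deg C, then incubated with compound 15 min before 400 uM selenite. A first-read NADPH fluorescence drop versus no-compound background flagged substrates.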
rTrxR1 inhibitor = blocks rat thioredoxin reductase 1. O89049. recombinant rTrxR1, NADPH fluorescence consumption, selenite substrate. Potency, µM (doses to about 114 µM), for the others: at the highest dose activity change, negative = inhibition, actives largely listed as inhibitors. actives 1% (n = 390,000); note: potency is the fitted concentration of half-maximal effect; % is set by controls: 0 for no effect and ±100 for the full control effect; nearly all actives have a fitted effect of over 65% in size
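Rat TrxR1 (90 nM in the dispensed reagent) was pre-reduced with 400 uM NADPH for 5 min at room temperature, then incubated with compound for 15 min. After 400 uM selenite was added, NADPH fluorescence (Ex 340/Em 450 nm) was followed for 8 min.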
mIDH1 inhibitor = blocks human mutant IDH1 R132H enzyme | IDH1-R132H enzyme, NADPH consumption, diaphorase/resazurin fluorescence | Potency, µM (top dose mostly 76.6 µM), for inactives: top-dose activity change, negative = inhibition, most hits filed as inhibitors | actives 0.093% (n = 390,000) | AID 602179; note: potency is the fitted concentration of half-maximal effect; % is set by controls: 0 for no effect and ±100 for the full control effect; nearly all actives have a fitted effect of over 65% in size
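IDH1-R132H (0.5 ug/mL) preincubated 30 min with compound, then NADPH (0.016 mM) and alpha-KG (2 mM) added; 80 min at RT, pH 7.5. Remaining NADPH coupled via diaphorase/resazurin to fluorescence (540/590 nm); concentration-response curves normalized to no-enzyme control.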
D2 antag = antagonists of human D2 dopamine receptor | P14416 | HEK293 TREx D2 cells, calcium flux, dopamine EC80 | inhibition, % at 10 µM | actives 2% (n = 340,000) | AID 485344; in the data active = inhibition above about 30%; note: 0% is about no effect
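HEK293 T-REx D2 cells, tet-induced, calcium dye no-wash. Cpd pintool add, 180 s kinetic, then EC80 DA, 180 s kinetic. Ca flux read.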
TRHR ag = activates the human TRH receptor | P34981 | TRHR cells, calcium flux fluo-8, FDSS agonist mode | AID 493084 | actives 0.18% (n = 360,000) | activation, % at 2 µM; in the data active = activation above about 30%; note: 0% is about no effect
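In this calcium-flux screen, cells bearing human TRHR are dye-loaded with fluo-8, baselined for 10 cycles, then exposed to library compounds; positive kinetic calcium responses during the agonist phase mark hits, with TRH as control.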
An asterisk follows results filed as active; u = inconclusive; x = not tested or not shown; & = joins results of further samples; [ ] = another dose, or the depositor's remark. Unless noted, calls come from the whole dose curve; as a rule, active = well fitted inhibition curve with a large enough effect; inconclusive = small, poorly fitted or top-dose-only effect; inactive = no such curve, though single readings can be large or run the other way.

SMILES	PI4K2A inh	D2 ag	TRHR enhancer	USP1-UAF1 inh	TrxR1 substrate	rTrxR1 inhibitor	mIDH1 inhibitor	D2 antag	TRHR ag
O=C(CSc1cccc2cccnc12)Nc1cc(C(=O)O)cc(C(=O)O)c1	0	-0.1	7	-5%	29%	u	0%	-11	-2.1
CCOc1ccc(NC(=O)CC2C(=O)Nc3ccccc3N2C(=O)c2ccccc2)cc1 (stereo not given)	-22	0.6	1	-27%	5%[57.1 µM]	30%[57.1 µM]	12%	-3	-0.8
CCC(C)(C)C1CCc2[nH]nc(C(=O)NCCN3CCOCC3)c2C1 (stereo not given)	-1	-0.6	1	u	9%[57.1 µM]	4%[57.1 µM]	-4%	-6	-0.3
CCOc1ccc(NC(=O)Cn2cc(C(=O)c3ccc(C)c(C)c3)c(=O)c3cc4c(cc32)OCCO4)cc1	2	0.4	0	2%	0%	20%	-2%	x	1.2
CCn1cc(C2=NCC(C)O2)c2ccccc21 (stereo not given)	2	-1.8	10	-20%	-1%	11%	-7%	-7	-0.1
O=C(CSc1nccc(-c2cccs2)n1)Nc1ccc(F)c(Cl)c1	-2	-0.2	-6	-24%	-1%	19%	-2%	-14	0.4
O=C(N/N=C/C(Cl)=C/c1ccccc1)c1ccncc1	13	2.6	-4	-20%	0%[57.1 µM]	9%[57.1 µM]	3%	-8	0.3
COc1ccccc1CNC(=O)CCN1C(=O)COc2ccc(C)cc21	-2	0.2	-4	-19%	3%[57.1 µM]	-9%	3%	3	-0.8
CCOC(=O)Nc1ccc(C)cc1C	0	1.0	-3	2%	1%	7%	2%	8	0.1
CCSc1nnc(NC(=O)CSc2nnc(Cc3cccn3C)n2CCc2ccccc2)s1	-2	-0.1	-7	-4%	-1%	-15%	-1%	6	0.0
C=CCn1c(NCc2ccccc2OC)nc2ccccc21	-6	0.4	6	-14%	3%	13%	19%	-9	-0.7
O=Cc1c(NCCCN2CCCC2=O)c2ccccc2[nH]c1=O	1	0.7	1	-18%	0%[57.1 µM]	-7%[57.1 µM]	7%	9	0.3
CCC(=O)OCc1c(C(F)(F)F)nn(C)c1Sc1ccc(F)cc1	-5	0.7	0	-20%	-7%	7%	6%	0	0.8
COc1ccc(/C=C/C(=O)Oc2ccc(/C=N\NC(=O)c3ccc(F)cc3)cc2)cc1	-8	-0.3	-1	-14%	-10%	-4%	-3%	-3	-0.1
COC(=O)c1ccc2c(c1)nc(C)n2CCO	-5	0.0	-2	6%	-10%	-16%	1%	9	0.1
CC1(C)CC(=O)C(c2ccccc2)(c2ccccc2)C(=O)C1	-2	x	x	-8%	-12%	-17%	3%	x	x
Cc1cccc(NC(=O)C2CCC(CNS(=O)(=O)c3ccc(Br)s3)CC2)c1 (stereo not given)	6	0.3	1	-7%	-10%	-5%	-11%	x	1.1
COC(=O)C1=C(c2ccccc2)c2ccccc2S(=O)(=O)N1CC(=O)Nc1ccccc1C(F)(F)F	-3	-0.5	-9	-19%	3%	19%	-1%	x	0.1
Cn1c(SCC(=O)NC2CCS(=O)(=O)C2)nnc1-c1ccco1 (stereo not given)	-3	0.6	-2	-16%	-3%	-11%	10%	-13	0.3
Cc1cc(C(=O)N/N=C/C=C/c2ccccc2)n[nH]1	-6	0.2	8	1%	2%[57.1 µM]	24%[57.1 µM]	0%	-6	0.2
COc1ccc2c(c1)nc(SCC(=O)c1ccc(Br)s1)n2C	-2	x	x	-5%	4%	u	13%	x	x
O=C(O)c1ccccc1C(=O)Nc1ccc(S(=O)(=O)Nc2ccc(F)cc2)cc1	3	0.0	2	-20%	3%	19%	3%	-23	0.8
Cc1ccc(C(=O)N2CCN(c3ccccc3O)CC2)cc1S(=O)(=O)N1CCCCC1	-1	x	-6	-20%	-8%	-9%	6%	x	-0.6
Cc1cc2c(cc1S(=O)(=O)NCc1ccc(F)cc1)OCCN2C	1	0.8	22	18%	8%[11.4 µM]	28%	-7%	x	-0.2
Cc1ccc(-n2c(=O)cc(N3CCCCCC3)[nH]c2=O)cc1	4	-0.2	-14	-17%	16%[57.1 µM]	-3%[57.1 µM]	14%	15	-0.2
CCc1ccccc1NC(=O)c1sc2nc(C)cc(C)c2c1N	-1	1.1	3	-13%	15%[57.1 µM]	8%[57.1 µM]	3%	1	-0.5
COC(=O)c1scc(C)c1N/N=C(\C)c1ccc(F)cc1	-1	0.7	2	-21%	3%	-1%	7%	-2	0.2
CCCOc1ccc(C(=O)NCCO)cc1	1	-0.3	0	-1%	-9%	0%[57.1 µM]	1%	5	-0.1
CCOC(=O)c1ccc(Oc2nc(OC)cc(OC)n2)cc1	0	-0.8	4	-15%	-1%	31%	7%	7	0.8
COc1ccccc1/C=N/Nc1nc(C)c(C(C)=O)s1	1	x	x	-11%	-5%	7%	-2%	x	x
CCOc1cccc2sc(N(CCN(CC)CC)C(=O)c3cccc([N+](=O)[O-])c3)nc12	8	-0.7	8	-20%	-5%	-8%	-4%	20	-0.4
COc1ccc(OC)c(NC(=O)Cc2coc3ccc(C)cc23)c1	2	x	8	-22%	6%	11%	6%	x	-0.2
Cc1ccc(S(=O)(=O)N2CCOCC2)cc1NC(=O)COC(=O)Cc1ccc(Cl)cc1	9	x	x	-12%	-3%	-24%	3%	x	x
COC(=O)C1CCN(C(=O)c2ccccc2Oc2ccccc2)CC1	7	1.9	-3	-19%	-2%	6%	0%	2	-0.9
Cc1ccsc1CN1CCc2nc(Nc3ccccc3)ncc2C1	0	6.0	9	-11%	0%[57.1 µM]	9%[57.1 µM]	-4%	x	1.3
COc1ccc(C(=O)Nc2ccc(N3CCN(c4ccc(OC)cc4)CC3)c(C#N)c2)cc1	8	0.3	2	1%	12%[57.1 µM]	16%[57.1 µM]	6%	-5	0.6
O=C(Nc1ccccc1Br)c1c(F)cccc1Cl	2	2.2	-4	3%	-1%	7%	16%	6	-0.9
CCOc1ccc(-c2csc(NC(=O)C3CCCO3)n2)cc1 (stereo not given)	0	0.2	-5	-4%	-2%	3%	10%	-2	-0.1
CC1(C)C2CCC1(C)C(OC(=O)c1ccc(O)cc1)C2 (stereo not given)	-4	1.9	0	-20%	-9%[57.1 µM]	2%[57.1 µM]	14%	-1	1.5
Cc1ccc(-c2ccc(/C=N/N3C(=O)C4C5C=CC(C6CC56)C4C3=O)o2)c([N+](=O)[O-])c1 (stereo not given)	-4	0.4	0	-23%	-10%	13%[57.1 µM]	3%	2	-0.3

Shown bar-delimited: entries from further up
smiles | PI4K2A inh | D2 ag | TRHR enhancer | USP1-UAF1 inh | TrxR1 substrate | rTrxR1 inhibitor | mIDH1 inhibitor | D2 antag | TRHR ag
CCOc1cccc2sc(N(CCN(CC)CC)C(=O)c3cccc([N+](=O)[O-])c3)nc12 | 8 | -0.7 | 8 | -20% | -5% | -8% | -4% | 20 | -0.4
COc1ccc(OC)c(NC(=O)Cc2coc3ccc(C)cc23)c1 | 2 | x | 8 | -22% | 6% | 11% | 6% | x | -0.2
Cc1ccc(S(=O)(=O)N2CCOCC2)cc1NC(=O)COC(=O)Cc1ccc(Cl)cc1 | 9 | x | x | -12% | -3% | -24% | 3% | x | x
COC(=O)C1CCN(C(=O)c2ccccc2Oc2ccccc2)CC1 | 7 | 1.9 | -3 | -19% | -2% | 6% | 0% | 2 | -0.9
Cc1ccsc1CN1CCc2nc(Nc3ccccc3)ncc2C1 | 0 | 6.0 | 9 | -11% | 0%[57.1 µM] | 9%[57.1 µM] | -4% | x | 1.3
COc1ccc(C(=O)Nc2ccc(N3CCN(c4ccc(OC)cc4)CC3)c(C#N)c2)cc1 | 8 | 0.3 | 2 | 1% | 12%[57.1 µM] | 16%[57.1 µM] | 6% | -5 | 0.6
O=C(Nc1ccccc1Br)c1c(F)cccc1Cl | 2 | 2.2 | -4 | 3% | -1% | 7% | 16% | 6 | -0.9
CCOc1ccc(-c2csc(NC(=O)C3CCCO3)n2)cc1 (stereo not given) | 0 | 0.2 | -5 | -4% | -2% | 3% | 10% | -2 | -0.1
CC1(C)C2CCC1(C)C(OC(=O)c1ccc(O)cc1)C2 (stereo not given) | -4 | 1.9 | 0 | -20% | -9%[57.1 µM] | 2%[57.1 µM] | 14% | -1 | 1.5
Cc1ccc(-c2ccc(/C=N/N3C(=O)C4C5C=CC(C6CC56)C4C3=O)o2)c([N+](=O)[O-])c1 (stereo not given) | -4 | 0.4 | 0 | -23% | -10% | 13%[57.1 µM] | 3% | 2 | -0.3

Going on with the list:
SMILES	PI4K2A inh	D2 ag	TRHR enhancer	USP1-UAF1 inh	TrxR1 substrate	rTrxR1 inhibitor	mIDH1 inhibitor	D2 antag	TRHR ag
COc1ccc(C)c2sc(N3CCCC3)nc12	-9	0.0	13	-6%	-12%	-12%	11%	7	-0.5
CC1CCN(S(=O)(=O)c2nnc(NC(=O)c3cccc(Cl)c3)s2)CC1	-2&-1	1.0&0.2	-8&17	-16%&-6%	10%[57.1 µM]	25%[57.1 µM]	16%&31%	20	1.6&-0.3
O=C(NCCSc1ccc(Br)cc1)c1ccccc1	25	0.2	2	-15%	6%[57.1 µM]	15%[57.1 µM]	4%	12	-0.8
CSc1nc(N)nc2c1ncn2CC(=O)N[C@H](C)c1cccc2ccccc12	-7	x	x	-21%	6%	7%	-10%	x	x
COc1ccc(NC(=O)c2nn(C)c(=O)c3ccccc23)cc1S(=O)(=O)Nc1ccccc1Cl	-1	3.1	-2	-17%	-3%	25%	-4%	-8	0.3
CCCCCCC(=O)Nc1c(O)c2ccccc2[nH]c1=O	4	-1.1	26	-9%	-3%	-20%	2%	-4	-0.3
C=CC[C@H](CC(=O)N(CCO)Cc1ccccc1)C(=O)N[C@H](COC(=O)[C@@H](CC=C)Cc1ccc(F)cc1)C(C)(C)C	4	x	x	u	-4%	32%	10%	x	x
CCOC(=O)c1oc2ccccc2c1NC(=O)COc1cccc(OC)c1	3	-0.5	16	-5%	38%[activator]	30%	0%	-8	-0.3
CCC(=O)NC(=S)Nc1ccc(NC(=S)NC(=O)c2ccccc2)cc1	-2	0.5	5	-20%	2%	3%	0%	-5	1.5

Compound activity deposited in PubChem by National Center for Advancing Translational Sciences (NCATS).

Outcome played no part in choosing rows, and some 3.9% of all compounds hit somewhere here.
